Screens deposited in PubChem by several laboratories.
PPARg SRC-2 ag: agonists of PPARg-SRC-2 recruitment, primary screen, biochemical, HTS | activation, % at 8 µM | AID 1032, 2008 | Peroxisome proliferator-activated receptor gamma (Homo sapiens), P37231 | PPARgamma LBD-SRC-2 recruitment | 200,000 tested, 0.34% active; in the data active = activation above about 22%;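 also: 0% = vehicle and 100% = reference agonist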
Target sequence (P37231 whole entry, looked up, the tested form may be a part): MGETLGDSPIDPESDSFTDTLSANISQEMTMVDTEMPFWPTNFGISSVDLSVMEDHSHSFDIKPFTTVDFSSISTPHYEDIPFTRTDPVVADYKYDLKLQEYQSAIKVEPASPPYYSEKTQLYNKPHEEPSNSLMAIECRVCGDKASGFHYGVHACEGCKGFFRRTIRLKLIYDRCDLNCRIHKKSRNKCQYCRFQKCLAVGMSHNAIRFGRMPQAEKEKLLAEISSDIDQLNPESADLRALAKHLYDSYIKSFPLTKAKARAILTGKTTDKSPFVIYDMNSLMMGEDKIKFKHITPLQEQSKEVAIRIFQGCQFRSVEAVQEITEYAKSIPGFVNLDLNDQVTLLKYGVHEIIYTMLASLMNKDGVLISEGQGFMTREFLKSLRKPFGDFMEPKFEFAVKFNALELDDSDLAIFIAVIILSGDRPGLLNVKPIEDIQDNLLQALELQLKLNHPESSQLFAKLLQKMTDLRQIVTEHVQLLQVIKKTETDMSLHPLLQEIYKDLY
S1P3 antagonist: S1P3 receptor antagonists, primary screen, cell-based. Sphingosine 1-phosphate receptor 3 (Homo sapiens), Q99500. CHO S1P3 NFAT-BLA reporter, FRET fluorescence, antagonist mode. inhibition, % at 4.98 µM. 170,000 tested, 0.27% active;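 active = inhibition above the plate cutoff, the mean inhibition of test wells on that plate plus 3 SD, cut at about 28% in these data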;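 also: cells challenged with S1P at its EC80 of 0.8 µM; blue over green emission ratio from cleaved BLA substrate after 4 h stimulation; 0% = S1P-stimulated wells and 100% = unstimulated DMSO-only wells; some compounds past the cut are filed as inactive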
STAT1 inh: STAT1 signaling inhibitors, primary screen, cell-based, HTS, luciferase reporter. NIH 3T3 STAT1-luciferase reporter, IFN-gamma, luminescence. inhibition, % at 5.5 µM. 200,000 tested, 0.35% active;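 active = inhibition above a set limit, the mean inhibition across all tested compounds plus 3 SD, cut at about 34% in these data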;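 also: 0% = IFN-gamma with DMSO and 100% = IFN-gamma with 300 µM nifuroxazide; values of inactives mirror those of a sister screen read the other way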
PPARg SRC-1 ag: PPARgamma agonists recruiting SRC-1 coactivator, primary screen, biochemical. activation, % at 8 µM. Peroxisome proliferator-activated receptor gamma (Homo sapiens), P37231. 200,000 tested, 0.41% active. PPARgamma-SRC-1 coactivator recruitment biochemical assay. AID 631, 2007; in the data active = activation above about 19%;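 also: 0% = DMSO and 100% = reference agonist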
RAM inhibit: inhibitors of the yeast RAM network, primary screen, dse1pr::URA3 reporter, 5-FOA selection | S. cerevisiae dse1pr::URA3 reporter, 5-FOA growth OD615, 2 d; analog-sensitive cbk1-as2 kinase mutant strain | inhibition, % at 50 µM | 190,000 tested, 1.8% active | AID 868, 2007;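 active = inhibition above a set limit, 3 SD over mean compound inhibition, cut at about 8.4% in these data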;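 also: 0% = DMSO-only wells with no growth and 100% = 10 µM 1-NA-PP1 full growth; inhibition rescues growth on 5-FOA so higher OD means more RAM inhibition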
STAT3 act: IL-6 driven STAT3 reporter potentiators, primary screen, U3A cells, luciferase, luminescence, MLSCN library | IL-6 STAT3-luciferase reporter; 100% = signal with IL-6 EC80 alone | 190,000 tested, 0.91% active | activation (% of control), % at 5.6 µM | AID 871, 2007;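 active = activation above the screen-wide mean of compound activation plus 3 SD, cut at about 130% in these data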;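 also: 0% = background luminescence of wells with medium and substrate only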
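Material: human U3A cells carrying STAT3-luciferase construct. Measured by: reporter luminescence signal. Timing: compound 1 h, then IL-6 6 h at 37 °C.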
ROMK primary: ROMK potassium channel modulators, primary screen, cell-based, thallium flux, MLSMR library; Tet-inducible ROMK, thallium flux fluorescence; actives lie on both sides; 130,000 tested, 2% active; AID 1918, 2009; ATP-sensitive inward rectifier potassium channel 1 (Homo sapiens), P48048; B-score at 10 µM;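 active = signal ratio slope over the read window, or its plate-corrected B-score, at least 3 SD from the plate mean, either direction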;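 also: B-score of the F/F0 ratio slope over 7 to 12 s after thallium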
Target sequence (P48048 whole entry, looked up): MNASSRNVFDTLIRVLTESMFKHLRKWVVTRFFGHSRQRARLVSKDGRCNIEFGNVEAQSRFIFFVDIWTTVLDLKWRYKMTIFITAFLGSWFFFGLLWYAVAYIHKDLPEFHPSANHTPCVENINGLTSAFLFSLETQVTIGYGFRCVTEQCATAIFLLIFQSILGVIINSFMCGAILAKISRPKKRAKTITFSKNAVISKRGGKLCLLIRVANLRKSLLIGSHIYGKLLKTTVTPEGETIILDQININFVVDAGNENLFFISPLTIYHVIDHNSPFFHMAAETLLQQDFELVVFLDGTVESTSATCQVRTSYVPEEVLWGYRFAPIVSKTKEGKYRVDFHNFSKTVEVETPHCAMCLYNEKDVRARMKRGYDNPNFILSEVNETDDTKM
TLR4-MyD88 BLA: inhibitors of TLR4-MyD88 association in cells, primary screen, cell-based, HeLa CL3-4, BLA complementation, FRET ratio; Toll-like receptor 4 (Homo sapiens) + Myeloid differentiation primary response protein …; HeLa CL3-4 TLR4/MyD88 BLA complementation; inhibition, % at 8.4 µM; 200,000 tested, 0.18% active; AID 861, 2007; in the data active = inhibition above about 25%;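 also: 0% = vehicle and 100% = reference inhibitor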
STAT3 blocker: IL-6 driven STAT3 reporter inhibitors, primary screen, U3A cells, luciferase, luminescence, MLSCN library | IL-6 STAT3-luciferase reporter; host cell line lacks STAT1 | inhibition, % at 5.5 µM | 190,000 tested, 0.89% active | AID 862, 2007;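 active = inhibition above the mean inhibition across all screened compounds plus 3 SD, cut at about 44% in these data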;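 also: 0% = DMSO only wells and 100% = 100 µM nifuroxazide control wells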
PPARg SRC-3 ag: PPARgamma agonists recruiting SRC-3 coactivator, primary screen, biochemical; Peroxisome proliferator-activated receptor gamma (Homo sapiens), P37231; biochemical PPARgamma/SRC-3 coactivator recruitment assay; activation, % at 8 µM; 200,000 tested, 0.26% active; AID 731, 2007; in the data active = activation above about 23%;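 also: 0% = DMSO and 100% = reference agonist; some compounds past the cut are filed as inactive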
SRC2 TRFRET art: TR-FRET signal artefacts, primary screen, artefact control for PPARgamma SRC-2 agonist project, biochemical; TR-FRET artefact counter-screen; stronger effect = higher value; TR-FRET ratio at 8 µM; 200,000 tested, 0.4% active; in the data active = TR-FRET ratio above about 2000; also: inactives centre near 1500
Numbers without * were called inactive; · = not tested or not shown.

entry	molecule	S1P3 antagonist	STAT3 blocker	STAT3 act	RAM inhibit	STAT1 inh	PPARg SRC-3 ag	TLR4-MyD88 BLA	SRC2 TRFRET art	PPARg SRC-1 ag	ROMK primary	PPARg SRC-2 ag
1	CCCCCOC(=O)CSc1nnc(-c2ccccc2)c(=O)[nH]1	-28	2	103	2.6	-5	13	-1	1651	5	·	4
2	COCCN=c1scc(-c2cccs2)n1/N=C(\C)c1ccco1	5	5	103	1.9	-26	7	-10	1583	13	0.18	14
3	CCN(CC(=O)c1c(N)n(C)c(=O)n(C)c1=O)c1cccc2ccccc12	2	-31	121	-0.4	6	5	-4	1660	5	·	8
4	O=C1CCC(/C=C/c2ccccc2)=NN1	-20	0	102	-0.2	-13	-4	3	1492	2	·	-1
5	Cc1ccc(S(=O)(=O)N(C)c2ccc(OCC(=O)Nc3nnc(C4CC4)s3)cc2)cc1	-1	3	101	5.1	-5	1	12	1519	1	-0.088	-4
6	O=C(CSc1nccn1-c1ccc(Cl)cc1)N1CCCc2ccccc21	2	-3	98	0.5	2	-1	-8	1458	6	·	6
7	Nc1nc(NC(=O)c2ccco2)nn1-c1ccccc1	-4	5	102	-0.6	-5	-3	-2	1575	1	0.56	9
8	CCOC(=O)Nc1ccc2c(c1)N(C(=O)CCN1CCOCC1)c1ccccc1S2=O (stereo not drawn)	22	3	101	0.1	15	-16	17	1539	1	-0.041	-9
9	COc1ccc(/C=N/Nc2nnc(Cc3ccc(OC)c(OC)c3)c(=O)[nH]2)cc1OC	-16	0	98	9.7*	-2	-1	3	1538	-8	0.57	-7
10	COc1cc(C2NC(=O)C(C#N)=C(S)N2c2ccc(C)cc2)ccc1OC(C)C (stereo not drawn)	·	1	106	0.5	-6	-3	-23	1416	-1	·	11
11	Cc1ccc(CSCC(=O)NCc2ccc(F)cc2)cc1	1	9	102	0.9	1	-5	7	1501	4	-0.24	-2
12	CCCCOC(=O)Oc1ccc2c(=O)c(Oc3cc(C)cc(C)c3)coc2c1	-9	-2	102	5.4	-2	1	-6	1596	1	0.86	12

Shown with two lines to a compound: entries from further up.
Values run as follows: S1P3 antagonist | STAT3 blocker | STAT3 act | RAM inhibit | STAT1 inh | PPARg SRC-3 ag | TLR4-MyD88 BLA | SRC2 TRFRET art | PPARg SRC-1 ag | ROMK primary | PPARg SRC-2 ag
11) Cc1ccc(CSCC(=O)NCc2ccc(F)cc2)cc1
    1 | 9 | 102 | 0.9 | 1 | -5 | 7 | 1501 | 4 | -0.24 | -2
12) CCCCOC(=O)Oc1ccc2c(=O)c(Oc3cc(C)cc(C)c3)coc2c1
    -9 | -2 | 102 | 5.4 | -2 | 1 | -6 | 1596 | 1 | 0.86 | 12

The list goes on:
entry	molecule	S1P3 antagonist	STAT3 blocker	STAT3 act	RAM inhibit	STAT1 inh	PPARg SRC-3 ag	TLR4-MyD88 BLA	SRC2 TRFRET art	PPARg SRC-1 ag	ROMK primary	PPARg SRC-2 ag
13	Nc1nc(SCC(=O)Nc2c(Br)cc([N+](=O)[O-])cc2Br)n[nH]1	2	6	98	2.3	-8	-2	2	1460	8	0.74	-1
14	CN(C1CCCCC1)S(=O)(=O)c1ccc(NC(=O)c2ccc(Br)o2)cc1	39	-6	109	1.2	3	0	5	1659	-7	-0.41	-1
15	NC(=O)Cc1cn(-c2ncc(C(F)(F)F)cc2Cl)c2ccccc12	·	3	104	0.2	1	4	-7	1622	6	-0.13	14
16	Cc1ccc(NC(=O)Nc2cccs2)nc1	·	8	97	-0.4	-28	3	7	1516	1	0.85	8
17	CCN(CC)CC#CCC(O)(c1ccccc1)c1ccccc1	-6	-8	108	2.1	-6	1	5	1529	2	-0.6	-5
18	O=C(COC(=O)CCNS(=O)(=O)c1ccc2c(c1)OCCO2)NC1CCCc2ccccc21 (stereo not drawn)	11	7	99	-0.3	-5	12	14	1626	7	-0.99	4
19	COc1ccc(-c2nn(C)c(=O)c3ccccc23)cc1NC(=O)Cn1nc(C)c2ccccc2c1=O	21	-7	106	4.0	12	3	4	1791	13	·	11
20	CC(C)CN(CCOc1cccc(N2C(=O)C3=C(CCCC3)C2=O)c1)CC(C)C	0	-8	109	0.3	0	5	-6	1542	0	·	-5
21	CCOC(=O)c1ccc(Nc2cc(C)nc(N3CCOCC3)n2)cc1	-6	23	88	0.4	-7	-4	-8	1587	5	-0.078	5
22	CCCCC(=O)NC(=S)NNS(=O)(=O)c1ccccc1	-3	-6	103	0.5	-4	2	-1	1670	0	0.053	-7
23	O=C(COC(=O)c1ccccn1)Nc1cccc(Cl)c1Cl	-9	6	95	1.8	-3	7	-3	1557	5	·	5
24	O=[N+]([O-])c1cccc(-c2ccc(/C=N/NC(=S)Nc3ccccc3)o2)c1	·	23	85	2.6	-2	8	-5	1486	4	1.2	2
25	CCOc1cc(S(=O)(=O)NCc2cccs2)ccc1Cl	-6	7	98	2.6	4	18	2	1589	2	·	6
26	COc1cccc(OC(C)c2ccnc3nc(/N=C/N(C)C)nn23)c1 (stereo not drawn)	·	6	101	1.3	-6	4	-1	1501	-1	·	9
27	c1ccc(CCn2nnnc2CN2CCCc3ccccc32)cc1	-18	-35	128	0.8	-4	3	3	1488	2	·	5
28	CCOc1ccc2[nH]c(=O)c(CN(Cc3nnnn3Cc3ccco3)C3CCCCC3)cc2c1	-6	-8	109	-0.1	1	10	-7	1493	-1	0.27	-10
29	CCOC(=O)COc1ccc(S(=O)(=O)N2CCN(C(=O)OCC)CC2)cc1	-36	2	100	-0.3	5	8	10	1577	1	·	11
30	COC(=O)c1c(C)nn(-c2ccccc2)c1N	6	4	96	0.5	-8	-5	-5	1640	-5	1.4	-1
31	CCOC(=O)c1c(C)c(/C=N/Nc2ccccc2)n(C)c1C	-12	8	97	7.0	-4	3	13	1786	11	0.44	5
32	O=C(COc1ccc2ccccc2c1)NCCn1ccc2ccccc21	·	2	106	5.5	0	4	-6	1451	-6	·	-5
33	CC(C)CC(NC(=O)c1cccs1)c1nnc(SCc2ccc(Cl)c(Cl)c2)n1C (stereo not drawn)	-2	-7	104	0.2	-1	1	3	1525	0	·	6
34	Oc1ccc2ccccc2c1C1Nc2cccc3cccc(c23)N1	·	22	85	-0.8	1	7	-6	1689	-1	0.11	10
35	COc1ccc(-c2[nH]nc3c2C(c2ccncc2)C(C#N)=C(N)O3)cc1 (stereo not drawn)	-6	2	98	-0.2	5	-12	-3	1476	-3	·	-7
36	Cc1nccn1S(=O)(=O)c1ccc(Br)cc1Br	-11	8	97	1.1	14	4	11	1542	4	·	11
37	CC1=C(C(=O)OCC2CCCO2)C(c2ccc(C)o2)C2=C(CC(c3ccc(F)cc3)CC2=O)N1 (stereo not drawn)	2	1	101	3.0	3	-6	0	1475	4	·	0
38	CC(=O)c1cccc(NC(=O)COC(=O)COc2ccccc2C)c1	-13	8	94	0.9	2	6	-18	1536	11	-0.1	4
39	Cn1c(N2CCCCC2)cc(=O)n(C)c1=O	·	-6	107	1.7	0	-6	8	1516	3	·	-1
40	Nc1nnc(-c2cn(-c3ccccc3)nc2-c2ccccc2)o1	4	18	88	1.4	8	2	6	1629	7	·	7
41	CSc1nc(NC(C)(C)C)nc(N2CCOCC2)n1	·	-6	108	1.3	4	-9	-6	1641	7	·	2
42	CCC(=O)N1c2ccccc2NC2=C(C(=O)CCC2)C1c1cccnc1 (stereo not drawn)	-5	10	96	-0.1	9	-1	-16	1470	-7	·	-4
43	COCCNC(=O)CCc1c(C)nc2nc(-c3cc(OC)cc(OC)c3)nn2c1C	-2	8	99	-0.5	3	2	-1	1448	-7	-0.033	1
44	COc1ccccc1NS(=O)(=O)c1ccc(Cl)c(NC(=S)NC(=O)C2CCCC2)c1	-2	14	91	4.2	-1	-3	5	1543	4	-0.68	-2
45	O=C(Nc1c(F)cc(F)cc1Br)C1CCCO1 (stereo not drawn)	8	4	100	0.3	3	0	-8	1470	0	·	5
46	O=S(=O)(NCCc1ccccc1)c1ccccc1	·	-2	105	-0.6	4	-10	6	1815	5	0.1	21
47	c1c(C2CCCCC2)n[nH]c1CN1CCCCC1	-29	4	102	1.4	-6	-2	1	1352	8	·	-2
48	OCCC1CN(Cc2ccccc2-c2ccco2)CCN1Cc1ccsc1 (stereo not drawn)	-6	-3	108	0.1	-5	-4	-17	1589	-2	-1.1	-3
49	Cc1cc(SCC(=O)c2cc(C)n(C)c2C)nc2ccccc12	3	4	97	2.2	3	-3	12	1419	-4	0.45	1
50	C/C(=N/NC(=O)CNC(=O)C1COc2ccccc2O1)c1cccc(O)c1 (stereo not drawn)	-8	3	105	0.7	-3	5	-2	1648	8	0.27	2
51	Cc1ccc(CN2CCN(/N=C/c3ccco3)CC2)c(C)c1	·	1	100	0.3	-2	-14	-3	1591	0	·	-1
52	COC(=O)C1=C(C)N=C2SC(C)C(=O)N2C1c1cccs1 (stereo not drawn)	·	0	102	1.8	0	-5	-6	1646	-3	0.54	6
53	O=C(NCCc1c[nH]c2ccccc12)c1ccc(-n2cnnn2)cc1	29	3	103	0.1	-9	1	-8	1781	3	0.12	0
54	Cc1c(Br)c([N+](=O)[O-])nn1CCCC(=O)Nc1sc2c(c1C#N)CCC2	-4	6	95	3.7	-2	-1	1	1642	0	-0.018	7
55	COC(=O)Nc1sc2nc(C)cc(C)c2c1-n1cccc1	·	12	97	0.2	5	5	3	1453	3	·	-4
56	CC(=O)Nc1ccc(NC(=O)C(C)OC(=O)CN(C)S(=O)(=O)c2ccc(Cl)cc2)cc1 (stereo not drawn)	·	-4	100	5.4	2	-7	2	1308	-1	-0.15	-2
57	CC(Oc1ccc(Cl)cc1Cl)C(=O)N/N=C1\CCCc2ccccc21 (stereo not drawn)	·	8	99	1.5	4	-11	4	1344	-2	·	-1
58	O=C(c1cc2ncc(Br)cn2n1)N1CCN(C(=O)c2ccco2)CC1	-4	-1	104	1.2	-6	3	-8	1416	3	·	-8
59	O=C(NNC(=S)NC(=O)c1ccccc1[N+](=O)[O-])c1ccccc1O	8	8	95	2.0	2	4	0	1584	12	-0.32	5
60	COc1ccc(C2Nc3ccccc3C(=O)N2C2CCCCC2)cc1 (stereo not drawn)	-3	-13	112	1.2	-8	0	-5	1460	-2	-0.018	0

Compounds were not picked by outcome; any-hit rate near 5.6%.
